# Screening results: PubChem, several laboratories
# ZTA counter – blocks Epstein-Barr virus ZTA, an EBNA-1 counter-screen | inhibition, % at 11 µM | P03206 | 320,000 tested, 0.15% active | ZTA-DNA binding, fluorescence polarization | AID 2234; in the data active = inhibition above about 33%
# RPL19A-GFP yeast – yeast TOR pathway RPL19A-GFP modulation. 330,000 tested, 0.3% active. percent response vs DMSO, % at 10 µM. AID 2025. S. cerevisiae RPL19A-GFP strain, flow cytometry, 3 h; stronger effect = lower value;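 active = percent response vs DMSO below 50%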;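 note: median channel GFP fluorescence of the barcoded RPL19A-GFP strain; ratio of sample median GFP to plate DMSO average so 100% = DMSO; lower means less RPL19A-GFP as with rapamycin TOR inhibition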
# procasp3 activ – activates human procaspase-3. activation, % at 8.5 µM. P42574. 330,000 tested, 0.11% active. AID 463141. recombinant procaspase-3 D3A, Ac-DEVD-pNA absorbance 405 nm;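 active = activation above the mean of all tested compounds plus 3 SD, cut at about 21% in these data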;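 note: 0% = DMSO alone and 100% = DMSO wells spiked with extra 5 µM PC-3 D3A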
#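 material = Procaspase-3 D3A mutant | probe or stimulus = Ac-DEVD-pNA | compound = single dose, 8.5 µM nominal compound, 0.8% DMSO | timing = 1 h preincubation, 2 h reaction | measured by = 405 nm absorbance of p-nitroaniline, reads at 0 and 120 min | benchmarks = DMSO-only low control, 5 µM PC-3 D3A high control | repeats = singlicate, each compound tested once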
# MEP2-GFP yeast – modulators of TOR pathway MEP2-GFP in S. cerevisiae | 330,000 tested, 0.51% active | GFP response vs DMSO, % at 10 µM | S. cerevisiae MEP2-GFP strain, flow cytometry GFP, 3 h; 100% = DMSO control level | AID 2016;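 active = GFP response versus DMSO above a set limit, roughly screen mean plus 3 SD, cut at about 180% in these data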;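 note: median GFP fluorescence of the barcode-gated MEP2-GFP cells per well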
# EBNA-1 inh – blocks EBNA-1 binding to DNA; EBNA-1 DNA binding, fluorescence polarization; inhibition, % at 14.8 µM; 300,000 tested, 0.34% active; in the data active = inhibition above about 28%
# proCasp7 act – activates human procaspase-7, counter-screen for procaspase-3 activators | 330,000 tested, 0.093% active | recombinant procaspase-7, Ac-DEVD-pNA absorbance 405 nm; D23A/D198A/D206A triple mutant, cannot self-cleave; scale: DMSO 0, 5 µM enzyme 100 | activation, % at 8.5 µM;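 active = percent activation above the screen-wide mean plus 3 SD, cut at about 25% in these data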
#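 Test system: Procaspase-7 triple mutant (PC-7 D3A). Also added: Ac-DEVD-pNA substrate, 400 µM as added. Schedule: 1 h enzyme–compound preincubation and 2 h substrate reaction, both 25 °C. Signal: p-Nitroaniline absorbance at 405 nm, read at 0 and 120 min. Control set: low DMSO alone, high DMSO plus 5 µM PC-7.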
# LAP4 TOR yeast – alters LAP4-GFP fluorescence in TOR pathway yeast screen. S. cerevisiae LAP4-GFP multiplex, flow cytometry GFP, 3 h; median GFP as percent of DMSO wells. GFP response vs DMSO, % at 10 µM. 320,000 tested, 0.34% active. AID 2023;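 active = GFP response vs DMSO above a set limit, about the screen mean plus 3 SD, cut at about 150% in these data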
# AHR activator – activators of human aryl hydrocarbon receptor | activation, % at 5 µM | AHR-responsive luciferase reporter cells, luminescence | 320,000 tested, 2.5% active | AID 2796 | P35869; in the data active = activation above about 47%;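 note: 0% = vehicle wells and 100% = reference agonist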
# Target sequence (P35869 whole entry, looked up): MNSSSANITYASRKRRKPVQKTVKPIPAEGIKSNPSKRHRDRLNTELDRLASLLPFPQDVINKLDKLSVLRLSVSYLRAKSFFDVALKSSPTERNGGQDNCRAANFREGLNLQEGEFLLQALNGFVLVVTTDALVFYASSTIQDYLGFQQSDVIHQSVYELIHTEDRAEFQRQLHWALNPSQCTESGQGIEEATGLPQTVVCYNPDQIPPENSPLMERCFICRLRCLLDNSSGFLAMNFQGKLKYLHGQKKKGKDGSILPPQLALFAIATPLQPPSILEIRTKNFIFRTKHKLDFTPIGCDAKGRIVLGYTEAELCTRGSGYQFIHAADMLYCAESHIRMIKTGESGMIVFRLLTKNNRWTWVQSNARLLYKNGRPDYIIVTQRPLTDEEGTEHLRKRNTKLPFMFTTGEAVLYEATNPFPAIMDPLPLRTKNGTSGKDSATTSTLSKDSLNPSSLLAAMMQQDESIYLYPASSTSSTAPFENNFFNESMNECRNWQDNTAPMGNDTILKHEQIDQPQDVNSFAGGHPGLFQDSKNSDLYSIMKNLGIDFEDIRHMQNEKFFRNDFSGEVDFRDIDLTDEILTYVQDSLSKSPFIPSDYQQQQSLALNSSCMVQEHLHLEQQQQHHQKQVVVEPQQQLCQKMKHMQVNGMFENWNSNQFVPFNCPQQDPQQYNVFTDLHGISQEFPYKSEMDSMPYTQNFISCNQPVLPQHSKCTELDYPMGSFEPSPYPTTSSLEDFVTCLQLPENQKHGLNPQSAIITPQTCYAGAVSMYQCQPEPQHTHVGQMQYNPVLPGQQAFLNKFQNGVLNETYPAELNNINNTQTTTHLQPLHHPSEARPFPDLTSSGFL
# Numbers without * were called inactive; · = no result given; [ ] = dose if it differs, or a comment.
# The first 19 entries, ahead of the listing:
SMILES,ZTA counter,RPL19A-GFP yeast,procasp3 activ,MEP2-GFP yeast,EBNA-1 inh,proCasp7 act,LAP4 TOR yeast,AHR activator
O=C(CN1C(=O)NC2(CCOc3ccccc32)C1=O)Nc1ccc2c(c1)OCCO2 (stereo not given),-24,100,-4,103,-1,0,96,5
O=C(N=C1SC2CS(=O)(=O)CC2N1CCc1ccc(F)cc1)C1CCCCC1 (stereo not given),-18,103,1,115,-10,-8,110,1
CNc1nc(N)c([N+](=O)[O-])c(Nc2cccc(Cl)c2)n1,13,93,3,109,-7,2,114,58*
CCc1c(O)nc(SCc2ccc(F)cc2)[nH]c1=O,-12,88,3,95,-12,16,75,1
Cc1ccccc1S(=O)(=O)Nc1nc2ccccc2nc1N1CCc2ccccc2C1,11,103,-7,103,7,-5,91,46
CCOc1cc2[nH]c(=O)n(Cc3cccc(OC)c3)c(=O)c2cc1OCC,-2,97,-1,99,-1,14,98,12
Cc1cccc(N2C(=O)CN(Cc3sccc3C)C2=S)c1,-4,98,5,97,6,1,111,-3
Cc1ccc(S(=O)(=O)N2CCOCC2)cc1C(=O)NCc1ccco1,-3,98,-4,102,-11,-3,100,-1
Cc1ccc(CCNC(=O)C2CC(c3ccccc3C(F)(F)F)=NO2)cc1 (stereo not given),-8,105,4,107,-2,7,104,6
O=C(Nc1ccc(Cl)cc1)N1CCC(CO)(Cc2ccccc2)CC1,-13,99,3,106,-3,-2,105,1
Cc1ccc(S(=O)(=O)NCC(=O)Nc2ccc(C(F)(F)F)cc2)cc1,2,41*[may fluoresce violet],1,173[may fluoresce violet],3,-2,99[may fluoresce violet],0
CC1(C(=O)O)CC(C)(C(=O)O)CC(C)(C(=O)O)C1 (stereo not given),-1,87,-6,93,-5,4,87,10
O=[n+]1c2c(n([O-])c3ccccc31)CCC2,-8,100,5,96,-5,9,104,3
CCCCn1nnnc1SCC(=O)c1ccccc1F,0,105,0,96,-6,8,91,1
CCOC(=O)c1ccc(NC(=S)Nc2cc(C)cc(C)n2)cc1,-5,98,1,97,4,3,96,0
CC(=O)c1cccc(S(=O)(=O)Nc2ccc(N3CCOCC3)cc2)c1,5,101,2,103,5,6,92,2
CCN(Cc1ccncc1)C(=O)c1ccc(C)o1,15,97,-10,103,2,-8,101,-2
COc1ccccc1NC(=O)c1ccc(S(=O)(=O)N(C)C)cc1,0,99,3,107,0,0,102,10
O=C(NCCC1CCCCN1S(=O)(=O)c1cccs1)C(=O)Nc1cccc(F)c1 (stereo not given),-1,87,7,97,-4,6,97,15

# The listing (from the top)
SMILES,ZTA counter,RPL19A-GFP yeast,procasp3 activ,MEP2-GFP yeast,EBNA-1 inh,proCasp7 act,LAP4 TOR yeast,AHR activator
O=C(CN1C(=O)NC2(CCOc3ccccc32)C1=O)Nc1ccc2c(c1)OCCO2 (stereo not given),-24,100,-4,103,-1,0,96,5
O=C(N=C1SC2CS(=O)(=O)CC2N1CCc1ccc(F)cc1)C1CCCCC1 (stereo not given),-18,103,1,115,-10,-8,110,1
CNc1nc(N)c([N+](=O)[O-])c(Nc2cccc(Cl)c2)n1,13,93,3,109,-7,2,114,58*
CCc1c(O)nc(SCc2ccc(F)cc2)[nH]c1=O,-12,88,3,95,-12,16,75,1
Cc1ccccc1S(=O)(=O)Nc1nc2ccccc2nc1N1CCc2ccccc2C1,11,103,-7,103,7,-5,91,46
CCOc1cc2[nH]c(=O)n(Cc3cccc(OC)c3)c(=O)c2cc1OCC,-2,97,-1,99,-1,14,98,12
Cc1cccc(N2C(=O)CN(Cc3sccc3C)C2=S)c1,-4,98,5,97,6,1,111,-3
Cc1ccc(S(=O)(=O)N2CCOCC2)cc1C(=O)NCc1ccco1,-3,98,-4,102,-11,-3,100,-1
Cc1ccc(CCNC(=O)C2CC(c3ccccc3C(F)(F)F)=NO2)cc1 (stereo not given),-8,105,4,107,-2,7,104,6
O=C(Nc1ccc(Cl)cc1)N1CCC(CO)(Cc2ccccc2)CC1,-13,99,3,106,-3,-2,105,1
Cc1ccc(S(=O)(=O)NCC(=O)Nc2ccc(C(F)(F)F)cc2)cc1,2,41*[may fluoresce violet],1,173[may fluoresce violet],3,-2,99[may fluoresce violet],0
CC1(C(=O)O)CC(C)(C(=O)O)CC(C)(C(=O)O)C1 (stereo not given),-1,87,-6,93,-5,4,87,10
O=[n+]1c2c(n([O-])c3ccccc31)CCC2,-8,100,5,96,-5,9,104,3
CCCCn1nnnc1SCC(=O)c1ccccc1F,0,105,0,96,-6,8,91,1
CCOC(=O)c1ccc(NC(=S)Nc2cc(C)cc(C)n2)cc1,-5,98,1,97,4,3,96,0
CC(=O)c1cccc(S(=O)(=O)Nc2ccc(N3CCOCC3)cc2)c1,5,101,2,103,5,6,92,2
CCN(Cc1ccncc1)C(=O)c1ccc(C)o1,15,97,-10,103,2,-8,101,-2
COc1ccccc1NC(=O)c1ccc(S(=O)(=O)N(C)C)cc1,0,99,3,107,0,0,102,10
O=C(NCCC1CCCCN1S(=O)(=O)c1cccs1)C(=O)Nc1cccc(F)c1 (stereo not given),-1,87,7,97,-4,6,97,15
CS(=O)(=O)NN1C(=O)c2ccccc2NC1c1cc2ccccc2nc1Cl (stereo not given),-2,102,-3,104,2,9,92,16
OCCCNc1nc(-c2ccccc2)c2cc(Cl)ccc2n1,-4,92,0,93,1,4,112,4
O=C(CCN1CCOCC1)Nc1ccccc1,5,101,0,101,2,5,102,-2
COc1ccccc1-c1cc2ccccc2[nH]1,6,97,-4,106,4,5,98,64*
COC(=O)c1ccc(NC(=O)CN(c2ccc(OC)cc2)S(C)(=O)=O)cc1,6,102,7,102,-2,-11,100,7
O=CN1N=C(c2ccccc2)CC1c1ccccc1[N+](=O)[O-] (stereo not given),-4,97,3,105,-2,8,93,8

# 2 compounds picked at random from the list so far, as already listed:
SMILES,ZTA counter,RPL19A-GFP yeast,procasp3 activ,MEP2-GFP yeast,EBNA-1 inh,proCasp7 act,LAP4 TOR yeast,AHR activator
CC1(C(=O)O)CC(C)(C(=O)O)CC(C)(C(=O)O)C1 (stereo not given),-1,87,-6,93,-5,4,87,10
O=C(Nc1ccc(Cl)cc1)N1CCC(CO)(Cc2ccccc2)CC1,-13,99,3,106,-3,-2,105,1

# (list continues)
SMILES,ZTA counter,RPL19A-GFP yeast,procasp3 activ,MEP2-GFP yeast,EBNA-1 inh,proCasp7 act,LAP4 TOR yeast,AHR activator
Cc1cc(N2CCOCC2)nc(N2CCOCC2)n1,16,98,0,97,2,-1,97,-1
CCN(CC)C(=O)CN1CCC(c2nc3cc(C)c(C)cc3[nH]2)CC1,-15,99,0,100,7,-5,102,6
Cc1cc(NC(=O)CCCn2nc([N+](=O)[O-])c(Cl)c2C)no1,6,97,6,103,6,2,105,-1
Cc1onc(-c2c(Cl)cccc2Cl)c1C(=O)NCCN1CCOCC1,1,100,-3,99,-6,-1,92,0
COc1ccccc1CN(Cc1nc2ccccc2c(=O)[nH]1)S(=O)(=O)c1ccc2ccccc2c1,-4,107,5,102,-3,-1,102,7
C[C@H](NC(=O)c1[nH]cnc1C(=O)Nc1ccc(Cl)cc1)C(=O)OC(C)(C)C,13,97,3,90,-6,10,158*,0
COc1ccc(S(=O)(=O)N2CCCCC2)cc1NC(=O)[C@@H]1CCCN1C(=O)c1cccs1,5,89,9,98,·,7,89,-2
COc1cccc(C(C(=O)NC2CCCC2)N(C(=O)c2ccco2)c2cccc(C(C)=O)c2)c1OC (stereo not given),8,98,2,104,0,2,91,-1
OC(C#CCN1CCOCC1)(c1ccccc1)C1CCCCC1 (stereo not given),-3,108,2,110,2,-1,110,1
CCc1ccccc1N(CC(=O)N1CCN(c2ccc(F)cc2)CC1)S(C)(=O)=O,-3,98,-1,99,-11,-6,100,1
CCOC(=O)C1(Cc2ccccc2)CCN(C2Cc3ccccc3C2)CC1,11,109,9,107,-9,-6,95,4
O=C1NCCCC1C(=O)N/N=C/c1cccc(O)c1 (stereo not given),12,109,0,108,-5,1,97,0
CCc1cccc(C)c1NC(=O)C1CCCO1 (stereo not given),16,99,-1,105,7,2,97,-3
COc1ccc(S(=O)(=O)NCc2ccc(C(=O)O)cc2)cc1,0,99,0,105,-1,-5,107,-1
COc1ccc(NC(=O)Cn2cnc3c(cnn3-c3ccc(C)c(C)c3)c2=O)c(OC)c1,11,103,-12,110,12,12,104,-1
O=C1CN(C(=O)CNC(=O)c2cccc(Cl)c2)c2ccccc2N1,10,99,-5,97,7,0,98,9
CC(O)[C@H]1CN=C(N)N1CCc1cc(C(F)(F)F)cc(C(F)(F)F)c1 (stereo not given in full),11,100,10,99,-2,3,95,3
COc1ccccc1NC(=O)NCCN1C(=O)C2C3C=CC(C3)C2C1=O (stereo not given),18,99,-3,116,9,11,101,4
COc1ccc(F)c(CN(C)CC2CCCN(CCc3ccc(F)cc3)C2)c1 (stereo not given),2,98,2,96,0,16,82,1
COc1ccccc1OC(=O)c1cc(Cl)nc2ccccc12,9,98,-7,103,0,7,106,2
O=C1NC(c2cccs2)Nc2sc3c(c21)CCCC3 (stereo not given),-14,97,-4,99,7,-11,104,93*
OC(C#CCN1CCCCC1)(c1ccccc1)c1ccccc1,0,102,-5,95,1,-9,86,-1
CCN(CC)c1ccc2c(C)c(CO)c(=O)oc2c1,-7,88,-4,94,0,2,100,4
CCN(CC)C(=O)c1ccc2nc(-c3ccccc3)c(-c3ccccc3)nc2c1,-9,104,4,101,2,8,84,-2
O=C(N(c1ccccc1)c1ccccc1)n1ccnc1,-14,111,3,106,-1,3,105,-1
CN(Cc1cc2ccccc2[nH]c1=O)S(C)(=O)=O,-6,100,-1,100,10,15,91,-1
